From PubChem BioAssay
KLF5 inh = KLF5 expression inhibitors, primary screen, DLD-1 cells, luminescence; inhibition, % at 5 µM; 0.23% of 290,000 active; AID 1700, 2009; DLD-1 KLF5 promoter-luciferase reporter;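 active = inhibition above a per-plate limit of that plate's mean compound inhibition plus 3 SD, cut at about 60% in these data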;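 also: 0% = DMSO wells and 100% = LY294002 at 200 µM; higher means less KLF5 promoter-driven luciferase light; inactives centre near -14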
aSyn UTR inh = MLPCN primary screen, SNCA 5' untranslated region; AID 1813, 2009; 0.82% of 300,000 active; inhibition, % (tested at 7.5 µM); alpha-synuclein 5'UTR reporter, inhibitor activity; in the data active = inhibition above about 60%;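 also: H4 neuroglioblastoma cells stably carrying SNCA 5'UTR luciferase fusion; 0% = DMSO wells and 100% = positive control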
HSF1 inh = HSF1 inhibitors in luciferase reporter cells, primary screen, cell-based, NIH3T3, luminescence | NIH3T3-HGL HSE-luciferase, MG132-induced, luminescence 8 h; stronger effect = lower value | activity change, negative = inhibition, % at 7.5 µM (by protocol) | 0.77% of 300,000 active | AID 2098, 2009;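 active = more than half of replicate wells show activity change below -50%, luminescence cut by over half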;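 also: luciferase reports HSF-1 transcriptional activity via heat shock element; 0% = median of DMSO wells and -100% = zero luminescence signal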
IEC-6 tox = cytotoxicity in IEC-6 intestinal epithelial cells, primary screen, cytotoxicity control for KLF5 inhibitor project, cell-based, luminescence. IEC-6 cytotoxicity, luminescence viability. inhibition, % at 5 µM. 0.78% of 290,000 active; in the data active = inhibition above about 22%;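 also: 0% = plate median of test compound wells and 100% = cytotoxic reference compound wells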
AI-2 QS modul = Vibrio harveyi AI-2 quorum sensing modulators, primary screen, JMH597 strain, luminescence/OD600 ratio | Vibrio harveyi JMH597 AI-2 luminescence/OD600 ratio, 9 h; stronger effect = lower value; strain lacks LuxN and CqsS sensors; 0 = neutral-control median | activity change, % at 7.5 µM | 0.4% of 300,000 active; in the data active = activity change below about -75%, passing the limit was not always enough;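 also: luminescence divided by OD600 gain over 9 h not by final OD600 alone; inactives centre near 13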
HIF activator = HIF pathway transcriptional activators, primary screen, cell-based, U2OS HRE-luciferase, luminescence. U2OS HRE-luciferase reporter; normalized: DMSO 0%, desferrioxamine 100%. AID 1910, 2009. 0.32% of 300,000 active. activation, % at 7.5 µM (by protocol);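 active = mean activation of at least 10% of the iron chelator positive control signal, with at least half of replicates also reaching 10%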
HSP90 inh = HSP90 inhibitors, primary screen, cell lysate, luminescence | Rabbit reticulocyte lysate, luciferase refolding luminescence, 3 h | inhibition, % at 5.6 µM | 0.91% of 290,000 active | AID 1789, 2009;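 active = inhibition above the screen-wide mean plus 3 SD, computed separately per campaign, cut at about 16% in these data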;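 also: 0% = DMSO wells and 100% = 60 µM geldanamycin wells; inhibitors lower the luminescence because luciferase stays unfolded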
GSK3beta inhib = human GSK3beta kinase inhibitors, primary screen, biochemical, cell-free homogeneous, HTS; GST-GSK3beta kinase, ADP-Glo luminescence, 60 min; stronger effect = lower value; activity score (negative = inhibition), % at 10 µM; 0.038% of 300,000 active;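 active = more than half of replicate wells score below -50%, meaning over 50% inhibition versus plate controls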;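 also: 0% = median DMSO wells and -100% = median GW8510 positive control wells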
Target sequence (P49841 whole entry, looked up): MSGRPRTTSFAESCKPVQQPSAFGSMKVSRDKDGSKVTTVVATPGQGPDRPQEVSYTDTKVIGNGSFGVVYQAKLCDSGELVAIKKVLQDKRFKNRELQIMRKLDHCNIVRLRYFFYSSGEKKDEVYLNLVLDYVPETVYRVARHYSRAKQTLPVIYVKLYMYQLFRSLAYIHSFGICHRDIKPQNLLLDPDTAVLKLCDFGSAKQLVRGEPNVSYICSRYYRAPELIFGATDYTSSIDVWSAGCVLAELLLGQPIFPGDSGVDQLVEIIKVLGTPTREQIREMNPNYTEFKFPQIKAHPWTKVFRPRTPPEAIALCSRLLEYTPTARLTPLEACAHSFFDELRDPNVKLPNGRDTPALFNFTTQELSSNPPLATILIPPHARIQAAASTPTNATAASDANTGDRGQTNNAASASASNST
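Assay system: GST-tagged human GSK3beta kinase, cell-free; Input: 1.6 ng GSK3beta; Medium: Tris/MgCl2 kinase buffer; Timing: 60 min enzyme reaction, room temperature; Signal: ADP-Glo luminescence quantifying ADP generated by kinase; Evaluation: score relative to plate controls; Benchmarks: DMSO neutral wells and GW8510 at 20 µM as positive.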
GSK3 alpha inh = blockers of GSK3A enzyme activity – biochemical, luminescence, cell-free homogeneous, HTS, primary screen. AID 2650, 2010. GSK-3 alpha kinase, ADP-Glo luminescence, 60 min. inhibition, % at 10 µM. 0.1% of 320,000 active;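 in the data active = inhibition above about 50%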;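 also: GST-tagged GSK-3 alpha with peptide substrate and 25 µM ATP; 0% = DMSO neutral wells and 100% = GW8510 positive control wells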
Target sequence (P49840 whole entry, looked up): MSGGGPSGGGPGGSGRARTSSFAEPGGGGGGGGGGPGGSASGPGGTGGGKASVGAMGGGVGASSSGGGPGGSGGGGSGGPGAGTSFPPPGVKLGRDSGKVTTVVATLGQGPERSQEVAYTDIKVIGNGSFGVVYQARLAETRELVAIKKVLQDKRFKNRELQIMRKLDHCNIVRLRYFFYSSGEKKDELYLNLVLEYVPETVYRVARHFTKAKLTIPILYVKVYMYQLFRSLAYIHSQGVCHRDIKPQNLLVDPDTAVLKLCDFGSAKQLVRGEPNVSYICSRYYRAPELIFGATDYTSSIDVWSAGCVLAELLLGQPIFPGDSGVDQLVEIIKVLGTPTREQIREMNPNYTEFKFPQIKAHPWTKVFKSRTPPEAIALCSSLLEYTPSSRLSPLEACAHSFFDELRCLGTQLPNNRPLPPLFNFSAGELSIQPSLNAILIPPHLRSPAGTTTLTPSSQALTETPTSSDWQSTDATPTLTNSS
HSF-1 act = HSF-1 activators, primary screen, NIH3T3-HGL cells, MG132 stress, luminescence, single point; NIH3T3-HGL HSF-1 luciferase reporter, 8 h; 100% = twice DMSO control signal; activation, % at 9 µM; 1.7% of 300,000 active;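 active = mean replicate activation of at least 50% with a set share of replicates each reaching 50%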;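 also: 0% = median of the neutral control wells and 100% = twice that signal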
* marks the source's active call; other numbers are inactive results; x = no result given.

1. CCc1cccc(CC)c1NC(=O)CSc1nc2ccc(N3C(=O)C4C(C3=O)[C@H]3C=C[C@@H]4C3)cc2s1 (stereo partly specified)
2. Cc1[nH]c2ccc(C(=O)Nc3ccncc3)cc2c1C
3. CCOc1ccccc1CN1CCNC(=O)C1CC(=O)N(C)CCc1cnn(C)c1 (stereo unspecified)
4. COc1ccccc1NC(=O)C1CCCN(S(=O)(=O)c2cccc3nsnc23)C1 (stereo unspecified)
5. COc1ccc(C(C)C)cc1S(=O)(=O)N1CCN(C)CC1
6. Cc1ccc(N(C(C)C(=O)Nc2ccccc2C(=O)N2CCOCC2)S(C)(=O)=O)cc1C (stereo unspecified)
7. CCc1ccccc1NC(=O)COC(=O)c1cccs1
8. O=C(c1ccc(OC2CCN(CCc3ccccc3)CC2)cc1)N1CCCC(CO)C1 (stereo unspecified)
9. CCC1CCc2c(sc(NC(=O)CSc3nc(-c4ccco4)cc(C(F)(F)F)n3)c2C#N)C1 (stereo unspecified)
10. Cc1nc(/C(N)=N/OC(=O)c2c(-c3ccccc3Cl)noc2C)cs1
entry no.	1	2	3	4	5	6	7	8	9	10
KLF5 inh	5	-10	-29	2	0	-59	-1	-15	-16	-10
aSyn UTR inh	1	-14	12	-14	13	17	17	10	28	-8
HSF1 inh	-5	-3	0	-4	-2	0	-5	-7	10	-5
IEC-6 tox	1	-1	7	-2	-4	2	-4	-3	-1	1
AI-2 QS modul	35	23	38	10	25	9	15	10	10	7
HIF activator	-0.1	-0.8	-0.9	-0.7	0.1	0.0	-0.4	0.0	x	0.1
HSP90 inh	1	-3	-3	4	-3	3	-2	1	3	-4
GSK3beta inhib	1	-3	x	2	2	-7	1	3	4	-15
GSK3 alpha inh	-2	16	-1	1	-2	0	0	-4	1	3
HSF-1 act	0	13	-1	-19	7	-14	12	-22	4	3

Brought forward from above: two entries, then new ones.
9. CCC1CCc2c(sc(NC(=O)CSc3nc(-c4ccco4)cc(C(F)(F)F)n3)c2C#N)C1 (stereo unspecified)
10. Cc1nc(/C(N)=N/OC(=O)c2c(-c3ccccc3Cl)noc2C)cs1
11. COCCNC(=O)C(=O)N/N=C(\C)CC(=O)Nc1cccc(C(F)(F)F)c1
12. CCOc1cc(CNCC(O)c2ccccc2)cc(Cl)c1OC (stereo unspecified)
13. COC(=O)CN(C(=S)Nc1ccc(F)cc1)C1CC(=O)N(c2ccc(OC)cc2)C1=O (stereo unspecified)
14. Cc1ccc(-c2nn(-c3ccccc3)cc2C(=O)NN2CCN(C)CC2)cc1
15. CCOC(=O)c1sc(NC(=O)COC(=O)c2ccco2)nc1C
16. Cc1ccc(-n2c(SCc3ccc(C(=O)O)cc3)nnc2-c2ccncc2)cc1
17. CCN1CCN(CCOc2ccccc2-c2ccccc2)CC1
18. COCCn1c(Cc2ccccc2)nnc1SCC(=O)NC(C)(C)C
19. Cc1nc2c(cnn2-c2ccccc2Cl)c(=O)n1-c1ccc(C(C)C)cc1
20. COc1cc(N)c(Cl)cc1NC(=O)c1ccccc1
entry no.	9	10	11	12	13	14	15	16	17	18	19	20
KLF5 inh	-16	-10	-11	-21	-10	-1	-45	-19	-5	-8	-17	-8
aSyn UTR inh	28	-8	-5	7	9	-23	13	-4	-1	10	9	-43
HSF1 inh	10	-5	2	-7	-7	2	4	-8	-9	4	-9	37
IEC-6 tox	-1	1	6	-1	1	-3	-3	-5	-4	3	-8	0
AI-2 QS modul	10	7	-6	13	-4	21	-89*	8	23	10	2	2
HIF activator	x	0.1	0.2	-0.4	-0.4	-0.6	0.0	-0.1	1.6	0.0	0.0	0.0
HSP90 inh	3	-4	12	-2	0	-4	0	-1	-4	3	5	7
GSK3beta inhib	4	-15	2	0	2	-1	5	-4	7	2	0	-6
GSK3 alpha inh	1	3	-15	-2	-1	-4	0	26	0	0	0	-2
HSF-1 act	4	3	9	-3	-4	10	-1	-17	7	-10	-15	30

21. COc1cccc(NC(=O)C(Cc2ccccc2)n2cccc2)c1 (stereo unspecified)
22. O=C(Oc1ccc(Nc2ncnc3ccccc23)cc1)c1cccnc1
23. COc1ccccc1NC(=O)c1cc(-c2cc(OC)c(OC)c(OC)c2)nc2ccccc12
24. O=C(CC1NCCNC1=O)Nc1ccc(Oc2ccccc2)cc1 (stereo unspecified)
25. COC(=O)CN1C(=O)COc2ccc(S(=O)(=O)NCc3ccc(Cl)cc3)cc21
26. CCc1ccc(NC(=O)CSc2nc(=O)n(CCCN(C)C)c3c2CCC3)cc1
27. CCCNC(=O)C1CCC(CNS(=O)(=O)c2cccc3nsnc23)CC1 (stereo unspecified)
28. O=C1CC(N2CCC(O)(c3ccc(Cl)cc3)CC2)C(=O)N1 (stereo unspecified)
29. COc1ccccc1OCC(=O)NNC(=S)NC(=O)c1ccco1
30. CCC(=O)Oc1ccc(C(=O)Nc2cccc(C(=O)NC(C)(C)C)c2)cc1
entry no.	21	22	23	24	25	26	27	28	29	30
KLF5 inh	-7	3	-3	-3	-11	x	-3	-17	-14	-1
aSyn UTR inh	2	-33	-21	-20	0	-16	10	-18	0	-5
HSF1 inh	3	8	-15	-6	-4	0	-12	-7	3	3
IEC-6 tox	-5	12	16	9	-5	x	-3	2	1	-1
AI-2 QS modul	16	15	3	-7	11	13	40	13	72	12
HIF activator	-0.3	0.2	0.0	0.4	-0.6	0.6	-0.1	-0.5	-0.6	-0.4
HSP90 inh	2	-3	8	5	-4	x	2	-2	3	-3
GSK3beta inhib	13	0	0	8	2	1	-1	1	6	1
GSK3 alpha inh	0	x	2	-1	0	-1	x	-1	-1	-1
HSF-1 act	8	2	-1	-20	6	5	-14	8	9	26

Another view of five compounds above:
Values in the order – KLF5 inh | aSyn UTR inh | HSF1 inh | IEC-6 tox | AI-2 QS modul | HIF activator | HSP90 inh | GSK3beta inhib | GSK3 alpha inh | HSF-1 act
23. COc1ccccc1NC(=O)c1cc(-c2cc(OC)c(OC)c(OC)c2)nc2ccccc12
 : -3 | -21 | -15 | 16 | 3 | 0.0 | 8 | 0 | 2 | -1
24. O=C(CC1NCCNC1=O)Nc1ccc(Oc2ccccc2)cc1 (stereo unspecified)
 : -3 | -20 | -6 | 9 | -7 | 0.4 | 5 | 8 | -1 | -20
25. COC(=O)CN1C(=O)COc2ccc(S(=O)(=O)NCc3ccc(Cl)cc3)cc21
 : -11 | 0 | -4 | -5 | 11 | -0.6 | -4 | 2 | 0 | 6
26. CCc1ccc(NC(=O)CSc2nc(=O)n(CCCN(C)C)c3c2CCC3)cc1
 : x | -16 | 0 | x | 13 | 0.6 | x | 1 | -1 | 5
27. CCCNC(=O)C1CCC(CNS(=O)(=O)c2cccc3nsnc23)CC1 (stereo unspecified)
 : -3 | 10 | -12 | -3 | 40 | -0.1 | 2 | -1 | x | -14

Carrying on:
31. CNc1nc(NCc2ccccc2)c2ccccc2n1
32. COc1cc(NC(=O)c2ccc(OC)c([N+](=O)[O-])c2)ccc1NC(=O)c1cccs1
33. O=C(c1cc(COc2ccc3ncccc3c2)on1)N1CCCCCC1
34. Cc1c(C(=O)NCc2ccc3c(c2)OCO3)oc2ccc(S(=O)(=O)N3CCCC3)cc12
35. CC(NC(=O)c1ccc(F)cc1)c1ccccc1 (stereo unspecified)
36. Cc1ccc2c(c1)C(=O)C(=O)N2CC(=O)OC(C)C
37. CCCCNC(=S)Nc1cc([N+](=O)[O-])ccc1C
38. O=c1[nH]c(CN2CCN(S(=O)(=O)c3ccc4c(c3)OCCO4)CC2)nc2sc3c(c12)CCCC3
39. CC1(C)Cc2c(sc3nc(SCC(=O)N4CCOCC4)nc(N)c23)CO1
40. COc1ccc(C(=O)N2CCN(c3cccc(Cl)c3)CC2)cc1
entry no.	31	32	33	34	35	36	37	38	39	40
KLF5 inh	-16	-5	-9	-5	-19	-19	-23	-30	2	-5
aSyn UTR inh	11	2	-28	2	1	5	-8	35	-13	-4
HSF1 inh	3	13	-7	3	-8	-1	-10	8	-3	5
IEC-6 tox	13	-4	0	6	8	5	8	-3	-3	8
AI-2 QS modul	14	27	-53	28	13	8	-1	13	29	10
HIF activator	-1.3	-1.3	1.2	-1.3	-0.2	-0.1	1.0	0.2	0.0	0.4
HSP90 inh	-2	0	-4	3	-4	-4	-6	0	2	-3
GSK3beta inhib	0	1	2	2	3	5	2	1	0	3
GSK3 alpha inh	-1	x	-1	2	-1	-2	-4	1	x	1
HSF-1 act	6	-3	7	7	-16	7	-2	3	-4	18

41. CCn1cc(Cl)c(C(=O)NNC(=O)CCn2ccc([N+](=O)[O-])n2)n1
42. CCS(=O)(=O)N1Cc2ccccc2CC1C(=O)Nc1ccc(OC)c(OC)c1 (stereo unspecified)
43. COc1ccc(CC(=O)n2[nH]c(=O)c3ccccc3c2=O)cc1OC
44. CCCCN(CC)CCNc1c(NC2CCN(C(=O)OCC)CC2)c(=O)c1=O
45. COc1cccc(C2C(C(=O)c3cc4ccccc4o3)=C(O)C(=O)N2c2cc(C)on2)c1 (stereo unspecified)
46. O=C(COc1ccc(Cl)cc1)NCCCNC(=O)c1cccnc1
47. COCCn1c(C)cc(C(=O)COC(=O)c2ccc[nH]c2=O)c1C
48. Cc1ccc(CN(C(=O)C(F)(F)F)C(C(=O)NC2CCCCC2)c2ccco2)cc1 (stereo unspecified)
49. O=C(Cn1c(=O)[nH]c2ccccc2c1=O)Nc1cccnc1
50. CC/C(=N\NC(=O)C1CCCC1)c1cccc(Br)c1
entry no.	41	42	43	44	45	46	47	48	49	50
KLF5 inh	-16	-23	-37	-12	-28	8	31	-4	-24	-29
aSyn UTR inh	8	-19	11	-1	-3	-2	17	16	-11	x
HSF1 inh	-2	-4	0	5	-41	11	-25	1	-4	x
IEC-6 tox	-4	0	0	4	-6	-8	-10	-1	2	7
AI-2 QS modul	9	24	20	27	19	-4	8	11	-51	13
HIF activator	0.5	-0.4	0.5	-0.2	0.2	-0.5	-0.9	-3.5	0.3	x
HSP90 inh	6	4	1	0	-2	6	31*	-1	-4	-1
GSK3beta inhib	2	3	0	0	1	-1	2	4	-2	2
GSK3 alpha inh	3	-2	-2	-2	-2	4	0	1	3	x
HSF-1 act	17	-5	-7	-3	-55	37	-26	1	13	x

51. O=C1N=c2ccc(Br)cc2=C1c1sc(=O)[nH]c1O
52. CC1Cc2ccccc2N1Cc1nc2scc(-c3cccs3)c2c(=O)[nH]1 (stereo unspecified)
53. COc1ccc(C(=O)Oc2cc(/C=N/NC(N)=S)ccc2OC)cc1
54. O=C(Nc1ccc(S(=O)(=O)Nc2ccccc2)cc1)c1ccc(CN2CCOCC2)cc1
entry no.	51	52	53	54
KLF5 inh	-4	3	-19	5
aSyn UTR inh	12	16	-1	-7
HSF1 inh	1	-6	1	-2
IEC-6 tox	14	-5	2	12
AI-2 QS modul	1	30	11	14
HIF activator	0.1	-22	-1.3	0.5
HSP90 inh	6	1	2	3
GSK3beta inhib	-15	2	2	2
GSK3 alpha inh	30	4	-3	-4
HSF-1 act	7	-7	4	-7
